# 3T3 cytotox: Cytotoxic Profiling in NIH 3T3 Cell Line of Diverse Libraries Using Quantitative High-Throughput Screening. NIH 3T3 viability, CellTiter-Glo ATP luminescence, 48-72 h. Potency, µM (series often up to 96.7 µM), for inactives: at the top dose activity change, negative = cytotoxicity, most hits filed as inhibitors. hit rate 4.3% among 94,000. AID 1345082, 2018; further: potency means the concentration at half of the fitted maximal effect; nearly all actives have a fitted effect of over 55% in size
#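 Mouse fibroblast NIH 3T3 cells, 400 per well, received compound via pintool and were incubated for 48 or 72 hr prior to CellTiter-Glo ATP luminescence measurement.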
# FLuc inh: Firefly luciferase inhibition profiling of diverse chemical library using quantitative high-throughput screening; Luciferin 4-monooxygenase (Photinus pyralis), P08659; purified P. pyralis luciferase, luminescence, biochemical; Potency, µM (highest dose often 115 µM), inactives show at the highest dose activity change, negative = inhibition, most hits filed as inhibitors; hit rate 2.5% among 76,000; further: potency means the concentration at half of the fitted maximal effect; nearly all actives have a fitted effect of over 65% in size
#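 Purified P. pyralis luciferase (10nM final) in 50mM Tris acetate pH 7.5, 10mM Mg acetate, 0.01% Tween-20, 0.05% BSA with 10uM D-luciferin and 10uM ATP. Compounds titrated qHTS. Luminescence imaged on CCD.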
# SNCA viab count: GF-AFC viability counterscreen for inhibitors of alpha-synuclein gene (SNCA) expression | HEK-293-SNCA-luc viability, GF-AFC fluorescence, 24 h | Potency, µM (series often up to 57.1 µM), for the others: top-dose activity change, negative = cytotoxicity, usual class: cytotoxic | hit rate 0.12% among 150,000;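 further: potency means the concentration at half of the fitted maximal effect; 0% = DMSO-treated cells and -100% = medium-only wells without cells; nearly all actives have a fitted effect of over 30% in size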
#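 Cytotoxicity counterscreen: after 24 h compound treatment of genome-edited SNCA-luciferase HEK-293 cells, live-cell protease substrate GF-AFC read by fluorescence after 30 min; activity scaled between DMSO (0%) and medium-only (-100%), curves Hill-fitted.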
# HEK cytotox: Cytotoxic Profiling in HEK 293 Cell Line of Diverse Libraries Using Quantitative High-Throughput Screening; HEK 293 viability, ATP luminescence (CellTiter-Glo), 48-72 h; Potency, µM (titrated, usually from 115 µM), for the others: at the highest dose activity change, negative = cytotoxicity, usual class: inhibitors; hit rate 6.6% among 94,000; AID 1345083, 2018; further: potency means the concentration at half of the fitted maximal effect; nearly all actives have a fitted effect of over 60% in size
#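 HEK 293 cells seeded at 250 cells/well were exposed to compound for 48 or 72 hr at 37 degree Celsius. Viability taken as ATP content by CellTiter-Glo luminescence.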
# IP6K1 inhibitor: Primary qHTS assay for small molecule inhibitors of Inositol hexaphosphate kinase 1 (IP6K1). Inositol hexakisphosphate kinase 1 (Homo sapiens), Q92551. IP6K1 kinase, ADP-Glo luminescence, 2 h; stronger effect = lower value. activity change, % (series mostly up to about 58 µM). hit rate 0.81% among 140,000. AID 1645851, 2021; in the data active means activity change below about -25%
# Target sequence (Q92551 whole entry, looked up): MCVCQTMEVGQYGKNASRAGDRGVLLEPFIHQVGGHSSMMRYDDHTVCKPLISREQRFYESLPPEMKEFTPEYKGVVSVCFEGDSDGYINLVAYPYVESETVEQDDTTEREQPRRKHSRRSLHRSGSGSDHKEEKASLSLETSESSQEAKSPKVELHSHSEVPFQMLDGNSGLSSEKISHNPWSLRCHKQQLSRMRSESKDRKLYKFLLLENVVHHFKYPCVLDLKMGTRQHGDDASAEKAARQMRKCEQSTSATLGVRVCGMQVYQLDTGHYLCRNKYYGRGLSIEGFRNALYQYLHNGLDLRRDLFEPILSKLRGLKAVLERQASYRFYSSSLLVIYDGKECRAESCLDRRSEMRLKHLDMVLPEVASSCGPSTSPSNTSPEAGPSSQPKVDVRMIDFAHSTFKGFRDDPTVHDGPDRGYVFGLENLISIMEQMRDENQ
#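 ADP-Glo luminescence measures ADP made by human IP6K1 during a 2 h RT reaction with ATP/IP6 (mix at 1.3 mM/130 uM); top library doses 57.5 and 19.1 uM final.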
# SNCA expr inhib: Primary qHTS assay for inhibitors of alpha-synuclein gene (SNCA) expression; hit rate 0.17% among 140,000; Potency, µM (top dose mostly 57.2 µM), inactives show at the highest dose activity change, negative = inhibition, hits mostly inhibitors; HEK-293 SNCA-luciferase knock-in, luminescence, 24 h; AID 1671194, 2021;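 further: potency means the concentration at half of the fitted maximal effect; plate controls were DMSO cells for no effect and cell-free wells for full effect; nearly all actives have a fitted effect of over 45% in size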
# GPT2 inh: Primary qHTS assay for inhibitors of Glutamate pyruvate transaminase 2 (GPT2) | Alanine aminotransferase 2 (Homo sapiens), Q8TD30 | Recombinant GPT2, coupled pyruvate oxidase/HRP Amplex Red fluorescence | Potency, µM (series often up to 57.7 µM), inactives show at the top dose activity change, negative = inhibition, usual class: inhibitors | hit rate 0.25% among 100,000; further: potency means the concentration at half of the fitted maximal effect; nearly all actives have a fitted effect of over 60% in size; many of its hits are not listed in these tables
# Target sequence (Q8TD30 whole entry, looked up): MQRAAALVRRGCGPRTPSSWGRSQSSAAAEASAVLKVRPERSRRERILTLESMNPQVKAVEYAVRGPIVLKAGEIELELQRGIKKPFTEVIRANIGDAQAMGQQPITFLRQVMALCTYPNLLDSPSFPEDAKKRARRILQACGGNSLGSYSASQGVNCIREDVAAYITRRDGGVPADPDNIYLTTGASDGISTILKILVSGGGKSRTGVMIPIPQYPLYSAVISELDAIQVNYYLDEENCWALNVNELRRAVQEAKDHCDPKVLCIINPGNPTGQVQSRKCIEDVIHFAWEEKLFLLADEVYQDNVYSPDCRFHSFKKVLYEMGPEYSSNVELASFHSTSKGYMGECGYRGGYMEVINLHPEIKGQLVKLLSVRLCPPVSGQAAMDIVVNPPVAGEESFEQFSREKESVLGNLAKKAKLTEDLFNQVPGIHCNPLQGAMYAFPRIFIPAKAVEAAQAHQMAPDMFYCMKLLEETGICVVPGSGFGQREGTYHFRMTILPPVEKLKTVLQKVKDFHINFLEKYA
#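 Fluorescence of coupled pyruvate oxidase/HRP/Amplex Red system (50uM Amplex, 30 min, dark) reports pyruvate formed by GPT2. Enzyme reaction: 10ng/uL GPT2, 2mM L-alanine, 250uM a-KG, 30 min room temperature, pH 7.5; 50uM AOA control.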
# Active calls of the source: *; i = inactive; ? = inconclusive; . = not tested or not shown; [ ] = remark or other dose. Unless noted, the call rests on the fitted dose curve; in most records, active means well fitted curve in the direction sought with a large enough effect; inconclusive means small, poorly fitted or top-dose-only effect, or another doubt; inactive means no such curve, though single readings can be large; an effect the other way counts as inactive or inconclusive. Unless noted, on the % scale 0 is the no-effect control and ±100 the full control effect.
structure,3T3 cytotox,FLuc inh,SNCA viab count,HEK cytotox,IP6K1 inhibitor,SNCA expr inhib,GPT2 inh
C/C=C(\C)C(=O)O[C@@H]1[C@@H](C)[C@]2(O)C3C=C(C)C(=O)[C@@]3(O)CC(CO)=C[C@H]2C2C(C)(C)[C@@]21OC(=O)C(C)CC (some centres not stated),.,.,-17.8%[23.9 µM],.,-2.9,.,i
COc1ccc(CNC[C@H]2C[C@@H]3CCN2C[C@@H]3c2cc(-c3cccs3)nn2C)cc1,?,-3.9%[172 µM],-16.2%[87.6 µM],44.7µM*,-5.2,-27.0%[87.6 µM],-3.2%[88.5 µM]
Cc1nnc(NC(=O)c2cccn(Cc3ccccc3)c2=O)s1,.,.,7.4%,.,34.2,56.6%,.
C[C@H]1O[C@@H](O[C@H]2CC[C@]3(C=O)C4CC[C@]5(C)[C@@H](C6=CC(=O)OC6)CC[C@]5(O)[C@@H]4CC[C@]3(O)C2)C[C@@H](O)[C@@H]1O (some centres not stated),.,.,?,.,-0.6,.,i
COc1cc2c(cc1OC1CCCC1)NC(=O)C21CCN(c2ccnc(C)n2)CC1,79.4µM*,-4.0%[172 µM],-15.2%[87.6 µM],?,-22.8,?,-0.5%[88.5 µM]
O=C(NC[C@H]1C[C@@H]2CCN1C[C@@H]2CN1CCN(c2ccccc2)CC1)Nc1ccccc1,?,-0.4%[172 µM],3.4%[87.6 µM],?,10.5,-18.1%[87.6 µM],1.6%[88.5 µM]
Cc1ccccc1-c1ccc2n(c1=O)C[C@H]1C[C@@H]2CN(C(=O)Nc2ccccc2)C1,-6.0%[174 µM],0.6%[172 µM],1.4%[87.6 µM],i,-1.3,-4.9%[87.6 µM],i
O=C(c1ccccc1)N1C[C@@H]2C[C@H](C1)c1ccc(-c3cncnc3)c(=O)n1C2,4.2%[174 µM],-4.7%[172 µM],-0.2%[87.6 µM],-6.3%[172 µM],-6.2,1.0%[87.6 µM],-0.2%[88.5 µM]
O=S(=O)(NC[C@H]1C[C@@H]2CCN1C[C@@H]2CN1CCCCC1)c1ccccc1,-15.7%[174 µM],0.0%[172 µM],-6.4%[87.6 µM],?,6.8,12.2%[87.6 µM],i
C[C@]12CC[C@H]3[C@@H](CCC4=CC(=O)CC[C@@H]43)[C@@H]1CC[C@@H]2OC(=O)CCC1CCCCC1,.,.,-22.8%[23.9 µM],.,-17.6,-35.7%[25.6 µM],i
CNCc1ccc2c(c1)OCO2,i,.,-14.5%[87.6 µM],i,-1.8,-1.9%[87.6 µM],-14.7%[88.5 µM]
C[C@]12CC[C@H]3[C@@H](CCC4=C/C(=N/OCC(=O)O)CC[C@@]43C)[C@@H]1CC[C@@H]2O,.,.,7.4%,.,-3.6,.,4.4%
CC(=O)c1ccc(NC(=O)c2sc3nc4c(cc3c2N)N2CCC4CC2)cc1,.,.,2.1%,.,29.3,109.7%[activator],.
C=CCN(C)C[C@H]1CN2CC[C@H]1C[C@@H]2CNS(=O)(=O)c1ccc(C)cc1,-14.3%[174 µM],-1.1%[172 µM],-15.6%[87.6 µM],-26.3%[172 µM],35.0,-6.2%[87.6 µM],i
Cc1cncc(N2CC3CCC(C2)N3CC(F)(F)F)c1,-10.6%[138 µM],.,0.8%[87.6 µM],-0.1%[172 µM],23.2,0.2%[87.6 µM],-11.2%[88.5 µM]
COc1cc2c(cc1-c1ccncc1)NC(=O)C21CCN(C(C)=O)CC1,28.2µM*,-18.3%[172 µM],4.0%[87.6 µM],-19.9%[172 µM],-2.6,32.8%[activator][87.6 µM],-0.6%[88.5 µM]
CC(C)c1cccc(C(C)C)c1O,.,.,-8.1%,.,34.8,-8.8%,?
COc1ccccc1CN1CCN(C(=O)COc2cccc(C)c2)CC1,.,.,-0.9%,.,-12.1,58.5%[activator],.
CCCN(CCC)CCc1c[nH]c2ccccc12,.,.,?,.,-10.8,99.4%[activator],i
CCOC(=O)[C@H]1CN(C(=O)c2ccc(F)cc2)[C@]2(C)C(=O)N(CCOC)c3ccccc3[C@H]12,?,.,-13.9%[23.9 µM],-16.3%[57.5 µM],19.2,-1.4%[25.6 µM],-4.7%[27.3 µM]
COP(=S)(OC)Oc1ccc(SC)c(C)c1,.,.,15.5%[23.9 µM],.,-2.2,3.0%[25.6 µM],i
CCCCc1ccc(NC(=O)c2cccn(Cc3ccc(Cl)cc3)c2=O)cc1,.,.,-13.9%,.,-4.7,-22.9%,.
Cc1ccc(C(=O)N2CCC3(CC2)c2nccn2-c2ccccc2CN3CC(C)C)cc1F,35.5µM*,-6.9%,-19.1%,35.5µM*,22.6,?,3.7%
O=C(O)c1cc(Oc2ccc(C(F)(F)F)cc2Cl)ccc1[N+](=O)[O-],.,.,-1.8%[23.9 µM],.,5.4,-46.8%[25.6 µM],i
COc1cc(N2CCN(C)CC2)ccc1N,.,.,-27.9%,.,-17.6,.,?
C[C@H]1CN(Cc2ccc(CC(=O)N3CCC(Nc4cccc(F)c4)CC3)cc2)CCN1,.,.,?,.,0.1,.,-24.8%
COc1cc2c(cc1Oc1ccccc1)NC(=O)C21CCN(CC2CC2)CC1,44.7µM*,-3.6%[172 µM],-8.5%[87.6 µM],?,-0.8,-23.9%[87.6 µM],-11.9%[88.5 µM]
C=C[C@H]1CN2CC[C@H]1C[C@@H]2CNS(=O)(=O)c1ccc(NC(C)=O)cc1,-6.8%[174 µM],1.1%[172 µM],1.1%[87.6 µM],i,-6.7,5.2%[87.6 µM],?
Cc1sc2c(c1C)C(c1ccc(Cl)cc1)=N[C@@H](CC(=O)OC(C)(C)C)c1nnc(C)n1-2,.,.,-18.8%,.,.,139.7%[activator],i
COc1ccccc1-n1cc(C2=CCN(CCOCCO)CC2)cn1,-29.8%,?,4.3%,?,10.3,49.2%[activator],3.4%
CN(C)CCN(C)C[C@H]1CN2CC[C@H]1C[C@@H]2CNC(=O)Nc1ccsc1,-7.8%[174 µM],-4.3%[172 µM],4.1%[87.6 µM],4.3%[172 µM],-8.3,1.7%[87.6 µM],-3.6%[88.5 µM]
O=c1cccc2n1C[C@H]1C[C@@H]2CN(C[C@H]2CN3CC[C@H]2C[C@@H]3CNS(=O)(=O)c2ccccc2)C1,i,-2.0%,-3.5%,i,9.1,-7.6%,-2.3%
C=CCN(C)C[C@H]1CN2CC[C@H]1C[C@@H]2CNC(=O)c1ccc(N(C)C)cc1,-19.0%[138 µM],-4.5%[172 µM],-13.1%[87.6 µM],-14.9%[172 µM],4.8,-8.7%[87.6 µM],i
COc1ccccc1N1CCN(C(=O)[C@H]2CN3CCC2C[C@@H]3Cn2cc(CO)nn2)CC1 (some centres not stated),i,-3.8%,13.5%,3.8%,6.6,16.7%,2.4%
CN(C)C(=O)[C@H]1CN2CCC1C[C@@H]2Cn1cc(C2(O)CCCCC2)nn1 (some centres not stated),-3.4%[174 µM],2.9%[172 µM],5.2%[87.6 µM],-0.1%[172 µM],10.2,-5.3%[87.6 µM],-11.5%[88.5 µM]
Cc1nc(-c2ccccc2)cc([C@H]2CN3CC[C@H]2C[C@@H]3CN(Cc2ccco2)Cc2ccco2)n1,22.4µM*,-6.2%,?,?,-8.2,?,2.6%
CNC(C)c1cccnc1 (configuration not stated),i,.,0.7%[87.6 µM],i,7.1,-24.4%[87.6 µM],?
CN(Cc1ccccc1)C[C@H]1CN2CC[C@H]1C[C@@H]2CNC(=O)Nc1cccc(C#N)c1,100µM*,11.9%[172 µM],-11.3%[87.6 µM],89.1µM*,-11.6,0.9%[87.6 µM],-1.6%[88.5 µM]
O=C1NCc2ccccc2CC12CCCN2Cc1ccnc(Cl)c1 (configuration not stated),?,.,?,?,-5.8,3.5%,-3.8%
COc1ccc2c(c1)C1(CCN(S(=O)(=O)c3cccc(F)c3)C1)C(=O)N2 (configuration not stated),?,9.9%,-0.5%,?,20.5,4.1%,-17.5%
CCCCC1CN2CCCC2CN1 (configuration not stated),i,.,-4.0%[87.6 µM],i,-9.1,14.1%[87.6 µM],-15.6%[88.5 µM]
COc1cc2c(cc1OCc1ccccc1)N([S+](=O)([O-])c1cccc(C)c1)CC21CCN(C)CC1,22.4µM*,-7.4%,-15.2%,28.2µM*,-1.4,-13.2%,-1.2%
CNCC(=O)c1ccc(O)c(O)c1,.,.,-7.3%[23.9 µM],.,-13.2,-13.4%[25.6 µM],-16.4%
O=C(Nc1ccc2n(c1=O)C[C@H]1C[C@@H]2CN(C(=O)c2ccccn2)C1)c1ccccc1,?,?,5.6%[87.6 µM],-1.4%[172 µM],-1.6,20.2%[87.6 µM],i
CCNC(=O)NC[C@H]1C[C@@H]2CCN1C[C@@H]2c1cc(-c2ccc(OC)c(OC)c2)nn1C,-6.3%[174 µM],-0.9%[172 µM],0.7%[87.6 µM],-14.9%[172 µM],5.8,?,-8.5%[88.5 µM]
O=C1N(C2CCCCC2)C[C@H]2CN(Cc3ccncc3)CCN12,-18.4%[174 µM],15.3%[172 µM],3.4%[87.6 µM],-29.1%[172 µM],19.2,14.7%[87.6 µM],-8.5%[88.5 µM]
CC(=O)Nc1cc([As](=O)(O)O)ccc1O,.,.,-9.8%[23.9 µM],.,13.3,41.2%[25.6 µM],-10.1%
CN(C)Cc1ccccc1-c1ccc2n(c1=O)C[C@H]1C[C@@H]2CN(C(=O)c2ccco2)C1,-1.6%[174 µM],7.1%[172 µM],4.7%[87.6 µM],-1.0%[172 µM],0.7,-10.6%[87.6 µM],-4.7%[88.5 µM]
Cc1ccccc1-c1ccc2n(c1=O)C[C@H]1C[C@@H]2CN(Cc2cccs2)C1,?,-1.1%[172 µM],1.7%[87.6 µM],70.8µM*,-0.4,-25.6%[87.6 µM],-0.9%[88.5 µM]
Cc1ncc2c(n1)C[C@@H]1CC[C@H]2N1C(=O)c1nn(C)c2ccccc12,-12.0%,-0.8%,0.0%,i,26.9,2.9%,0.4%

# Compound activity (PubChem BioAssay)

# The list is partial; rates above refer to the full screens.
